Assay outcomes as filed in PubChem BioAssay.
FUS suppressor: rescues growth of FUS-expressing yeast; S. cerevisiae FUS-expressing, growth rescue, OD600, 24 h; Potency, µM (titrated, usually from 76.6 µM), for inactives: at the highest dose growth rescue (activation), usual class: activators; 390,000 compounds, 0.24% hits; AID 1347120;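 also: potency is read from the fitted curve at half-maximal effect; plate controls were DMSO vehicle for no effect and reference control for full effect; nearly all actives have a fitted effect of over 55% in size; some results filed as inactive show a strong effect at the top dose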
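Yeast expressing FUS under galactose induction, OD 0.005 in 2% galactose medium; compounds in a dilution series, 24 h at 30C. Growth rescue by absorbance at 600 nm; CP55940 positive control, DMSO negative.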
TDP43 rescue: inhibitors of TDP-43 toxicity in yeast; Potency, µM (top dose mostly 46.1 µM), without a hit: at the top dose growth rescue (activation), hits mostly activators; 410,000 compounds, 1.8% hits; TDP-43 expressing yeast growth rescue, BacTiter-Glo, 24 h; also: potency is read from the fitted curve at half-maximal effect; % of control where 0% means no effect; nearly all actives have a fitted effect of over 50% in size
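Growth rescue of TDP-43-toxic yeast measured as ATP luminescence (BacTiter-Glo). Cells grown to mid-log in raffinose, induced in galactose at OD600=0.02, exposed to compound 24 hr at 30 deg C.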
aSyn rescue: alpha-synuclein toxicity inhibition in yeast. Yeast expressing alpha-synuclein, growth rescue, BacTiter-Glo, 24 h. Potency, µM (highest dose often 46.1 µM), inactives show top-dose growth rescue (activation), hits mostly activators. 370,000 compounds, 0.14% hits. AID 652106; also: potency is read from the fitted curve at half-maximal effect; % of control where 0% means no effect; nearly all actives have a fitted effect of over 65% in size
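Rescue of yeast growth: cells expressing toxic alpha-synuclein, induced in galactose at OD600 0.02, incubated with compound 24 h at 30 C. ATP luminescence quantified growth; inhibitors of toxicity appear as activators.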
DRD3 antagonist: antagonists of human D3 dopamine receptor; 360,000 compounds, 2.5% hits; max response, negative = inhibition, %; P35462; D3R cells, DiscoveRx beta-arrestin luminescence, antagonist mode; stronger effect = lower value; in the data active = max response below about -50%; inconclusive = no clear call, values can overlap the other calls; also: % is scaled to controls: 0 for no effect and ±100 for the full control effect; mostly tested at two doses, the higher about 12 µM
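Cells plated overnight at 1500 cells/well, then exposed to library compounds with dopamine controls for 90 minutes at 37 degrees C. DiscoveRx reagent added for 30–60 minutes at room temperature; luminescence read, quantitative HTS format.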
EPAC2 agonist: agonists of human EPAC2 (RAPGEF4); Potency, µM (titrated, usually from 154 µM), without a hit: top-dose activation, actives largely listed as activators; Q8WZA2; AID 720711; EPAC2 activation, biochemical qHTS; response scale: 100% = 6.5 mM cAMP response; 360,000 compounds, 0.079% hits; also: potency is read from the fitted curve at half-maximal effect; nearly all actives have a fitted effect of over 50% in size
Target sequence (Q8WZA2 whole entry, looked up): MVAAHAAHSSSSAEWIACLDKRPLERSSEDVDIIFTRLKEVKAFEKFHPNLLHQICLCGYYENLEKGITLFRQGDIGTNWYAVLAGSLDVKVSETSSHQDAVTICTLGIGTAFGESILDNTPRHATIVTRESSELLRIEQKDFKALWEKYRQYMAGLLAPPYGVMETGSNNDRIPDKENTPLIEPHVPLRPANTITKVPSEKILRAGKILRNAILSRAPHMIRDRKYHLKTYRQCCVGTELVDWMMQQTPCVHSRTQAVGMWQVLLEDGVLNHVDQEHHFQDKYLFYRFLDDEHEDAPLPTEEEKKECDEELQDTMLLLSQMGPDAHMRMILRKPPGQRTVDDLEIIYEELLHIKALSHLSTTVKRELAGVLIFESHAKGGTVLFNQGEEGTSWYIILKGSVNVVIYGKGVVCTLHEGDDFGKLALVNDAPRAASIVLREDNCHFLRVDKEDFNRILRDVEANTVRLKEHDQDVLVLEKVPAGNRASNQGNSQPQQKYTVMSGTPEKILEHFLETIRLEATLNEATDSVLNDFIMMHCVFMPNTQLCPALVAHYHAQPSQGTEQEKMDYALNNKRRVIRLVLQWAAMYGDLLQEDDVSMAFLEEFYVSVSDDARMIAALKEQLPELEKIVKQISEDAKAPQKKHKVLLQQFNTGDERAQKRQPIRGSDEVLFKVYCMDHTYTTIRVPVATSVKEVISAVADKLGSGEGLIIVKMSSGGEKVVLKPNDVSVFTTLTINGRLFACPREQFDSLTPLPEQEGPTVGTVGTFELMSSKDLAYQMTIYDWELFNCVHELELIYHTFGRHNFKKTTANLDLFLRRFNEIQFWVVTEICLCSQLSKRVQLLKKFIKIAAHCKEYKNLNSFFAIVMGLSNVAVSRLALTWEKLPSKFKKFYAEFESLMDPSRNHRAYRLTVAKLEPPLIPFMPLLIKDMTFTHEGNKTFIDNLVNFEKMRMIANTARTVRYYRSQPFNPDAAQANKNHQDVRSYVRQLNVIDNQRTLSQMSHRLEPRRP
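qHTS, titration series. 100 nM EPAC2 / 250 nM Rap1B-BODIPY-GDP / 50 uM GDP; RT; ex 480/em 540 nm, 5-min reads to 30 min. Norm. to 6.5 mM cAMP = activation.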
D3 ag: agonists of human D3 dopamine receptor; max activation, %; 410,000 compounds, 0.58% hits; P35462; D3R DiscoveRx beta-arrestin cells, luminescence, 90 min; AID 652048; in the data active = max activation above about 30%; also: 0% is about no effect; mostly tested at two doses, the higher about 12 µM
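Cells at 1500/well, incubated overnight, then treated with pinned compounds (dopamine as control) for 90 min at 37 degrees C. DiscoveRx reagent added for 30 - 60 minutes at room temperature; luminescence read.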
Abeta yeast res: A-beta toxicity reversal in yeast. yeast expressing A-beta42, growth rescue, OD600, 48 h; response scale: 0% DMSO, 100% iron-clioquinol control. Potency, µM (highest dose often 46.1 µM), for the others: at the highest dose growth rescue, hits mostly activators. 410,000 compounds, 0.063% hits. AID 1347071; also: potency is read from the fitted curve at half-maximal effect; nearly all actives have a fitted effect of over 55% in size
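Yeast A-beta toxicity model in growth medium with pinned compounds, 48 h at 30 C; growth read as absorbance at 600 nm. Normalized to FeCl3/clioquinol equimolar mix (positive) and DMSO (negative).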
EPAC2 antagonist: EPAC2 (human) antagonism | Q8WZA2 | EPAC2 GEF exchange of Rap1B-BODIPY-GDP, fluorescence | Potency, µM (top dose mostly 114 µM), for the others: at the top dose activity, negative = inhibition, usual class: inhibitors | 360,000 compounds, 0.18% hits; also: potency is read from the fitted curve at half-maximal effect; % is scaled to controls: 0 for no effect and ±100 for the full control effect; nearly all actives have a fitted effect of over 45% in size; many of its hits are not listed in these tables
The depositor's hits bear a star; ? = inconclusive; . = not tested or not shown; & = joins results of further samples; [ ] = another dose, or the depositor's remark. Unless noted, calls follow the shape of the dose curve; as a rule, active = well fitted curve in the direction sought with a large enough effect; inconclusive = small, poorly fitted or top-dose-only effect, or another doubt; inactive = no such curve, though single readings can be large; an effect the other way counts as inactive or inconclusive. A portion of the library. The share of hits here may be higher or lower than overall.

Each structure is followed by: FUS suppressor	TDP43 rescue	aSyn rescue	DRD3 antagonist	EPAC2 agonist	D3 ag	Abeta yeast res	EPAC2 antagonist
#1 COc1ccc(-c2nn(-c3ccccc3)cc2C2CC(c3cccs3)=NN2C(=O)CCC(=O)O)cc1 (stereo not given)
    2%	13%	13%	16	7%	1	5%	2%
#2 Cc1cc(C)cc(COc2ccc3c(C)c(CC(=O)O)c(=O)oc3c2C)c1
    4%	-10%	-2%	3	-5%	8	-12%	-14%
#3 C(=C\c1ccccc1)/CSc1nnc(-c2cccnc2)o1
    4%	?	?	14	11%	2	5%	-9%
#4 CC1(C)CC(=O)c2sc(NC(=O)c3ccc4ncsc4c3)nc2C1
    -21%	?	9%	10	1%	5	5%	-4%
#5 Cc1ccc(SCc2ccc(C(=O)N3CCCCC3)cc2)cc1
    25%	-1%	-11%	-7	20%	2	-19%	-18%
#6 Cc1nc2ccccc2n1CCc1nc2c3ccccc3nc(SCC(=O)Nc3ccc(Br)cc3F)n2n1
    -27%	16%	.	.	.	9	-7%	.
#7 COc1cccc(C2NC(=O)NC(C)=C2C(=O)Nc2ccc(C)cc2)c1 (stereo not given)
    -3%	15%	-1%	-25	10%	-5	-10%	-5%
#8 COC(=O)[C@@]1(Cc2ccccc2)[C@@H]2C(=CC(=O)[C@H]2CC(=O)C(=O)N(C)C)CN1C(=O)c1ccccc1
    13%	8%	7%	-51*	6%	-20	7%	4%
#9 CCCn1c(C)nc2c(c1=O)c1nc3ccccc3nc1n2CCC1=CCCCC1
    11%	?	1%	-13	-19%	-9	5%	-6%
#10 Cc1ccsc1C(=O)OCC(=O)N1C(C)CCCC1C (stereo not given)
    -12%	2%	16%	-4	1%	1	11%	1%
#11 CCS(=O)(=O)N1CCC2(CC1)OCCN2S(=O)(=O)c1ccccc1
    -7%	2%	20%	-14	1%	-5	8%	10%
#12 CC1(C)CN(O)CCN1O
    .	6%	4%	-9	8%	2	-9%	0%
#13 O=C(N/N=C\C=C\c1ccc2c(c1)OCO2)c1cccnc1
    4%	8%	-6%	-6	8%	0	-32%	-2%[57.1 µM]
#14 CSCCC(NS(=O)(=O)c1ccccc1F)C(=O)NCc1ccncc1 (stereo not given)
    -5%	-20%	-9%	-25	3%	-18	-10%	3%
#15 COc1ccc(-c2ccc(C(=O)Nc3cccc(C(C)=O)c3)c3occc23)c(C)c1
    32%	?	2%	-9	10%	6	-8%	19%
#16 CCOc1ccccc1CNC(CC)CO (stereo not given)
    -5%	5%	3%	3	6%	2	7%	2%
#17 CCc1ccccc1NC(=O)CN(C)S(=O)(=O)c1cccc2nsnc12
    -22%	22%	.	.	.	-10	2%	.
#18 Cc1nc2ccccc2c2nc(N)nn12
    -6%	7%	-2%	12	3%	3	?	3%[57.1 µM]
#19 CCO/N=C/c1ccc(OC)c(Oc2nc(OC)cc(OC)n2)c1
    10%	6%	9%	12	1%	1	-2%	-25%
#20 O=C(Nc1ccc2c(c1)OCO2)c1ccc(Cl)c(S(=O)(=O)N2CCOCC2)c1
    .	24%	0%	-2	-1%	-7	-7%	-1%
#21 COC(=O)c1ccccc1NC(=O)CCCn1nc(C)c2sc3ccccc3c2c1=O
    -17%	20%	.	.	.	4	-1%	.
#22 CC(On1nnc2ccc(S(=O)(=O)N3CCOCC3)cc21)C(=O)Nc1ccccc1F (stereo not given)
    -2%	-3%	-13%	7	3%	-8	1%	-6%
#23 Cc1ccc(-n2nc3c(c2NC(=O)C(C)C)CS(=O)(=O)C3)c(C)c1
    25%	-12%	-7%	-15	14%	-5	-10%	3%
#24 Cc1ccccc1CNC(=O)CN1C(=O)CCCc2ccccc21
    -22%	-12%	.	.	.	-14	-16%	.
#25 CN(CC(=O)Nc1cccc2ccccc12)C(=O)c1ccc(F)cc1F
    -6%	-1%	2%	-21	0%	-16	-13%	10%
#26 CC(NC(=O)[C@@H](C)NC(=O)[C@@H]1Cc2ccccc2CN1C(=O)OC(C)(C)C)c1ccccc1 (stereo not given in full)
    21%	4%	-2%	-12	0%	4	1%	-13%
#27 CCCc1cc(C(=O)NCC(C)C)no1
    -11%	-20%	14%	-1	7%	0	7%	18%
#28 Nc1cccnc1Sc1ccc(Cl)cc1
    12%	?	.	9	0%	5	0%	16%
#29 CCOCCCNC(=O)C1CCCN1S(=O)(=O)c1ccc(Cl)cc1 (stereo not given)
    14%	8%	-10%	19	-1%	3	13%	5%
#30 C=C(C)CN(CC)C(=O)CSc1ccc(S(=O)(=O)N2CCN(Cc3ccccc3)CC2)cn1
    .	-5%	5%	?	3%	-16	4%	-4%
#31 COC(=O)c1ccc(C)c(NC(=O)CCn2[nH]c(=O)ccc2=O)c1
    -17%	0%	-15%	1	5%	3	1%	3%
#32 Cc1ccn(CCC(=O)N2CCCC(N3CCN(c4ccccc4C)CC3)C2)n1 (stereo not given)
    -30%	-3%	1%	-5	-2%	-1	1%	-10%
#33 CCC(C)NC(=O)c1cn(CC)c2ccc(S(=O)(=O)N(C)C)cc2c1=O (stereo not given)
    -3%	-5%	-4%	-22	4%	-3	-8%	0%
#34 CCCCOc1ccc(CNC(=O)CCCN2C(=O)CSc3c2c(C)nn3-c2ccccc2)cc1
    ?	28µM*	.	.	.	4	-17%	.
#35 COc1cc2c(C(=O)N3CCN(C4CCCCC4)CC3)cn(CC(C)C)c(=O)c2cc1OC
    2%	-20%	-3%	-3	-2%	-5	-23%	4%
#36 C=CCN(CC=C)C(=O)c1cc2ccccc2c(=O)o1
    .	8%	-1%	-23	3%	5	-9%	5%
#37 CN1CCCN(C(=O)CSc2ccccc2)CC1
    19%	-11%	2%	-4	3%	3	-4%	-5%
#38 CCn1c(CN2CCN(C)CC2)nc2cc(NC(=O)c3ccc([N+](=O)[O-])cc3)ccc21
    -2%	22%	.	.	.	-6	-16%	.
#39 CCOc1ccccc1/C=C/c1onc(C)c1S(=O)(=O)N1CCC(C(=O)NC(C)(C)C)CC1
    13%	1%	-15%	?	14%	-2	-11%	4%
#40 Cc1nc2cc(N3CCCCC3)c(NC(=O)c3ccncc3)cc2c(=O)n1Cc1ccccc1
    24%	4%	1%	9	2%	-2	-14%	-5%
#41 CCCNC(=O)C1(C)CCN1C(=O)c1ccc(C(C)(C)C)cc1 (stereo not given)
    0%	8%	5%	-2	7%	-4	11%	-1%
#42 CC1CC(C)CN(S(=O)(=O)c2ccc(C(=O)N3CC(C)OC(C)C3)cc2)C1 (stereo not given)
    .	19%	5%	8	-8%	16	10%	-1%
#43 CCOC(=O)c1c(C)[nH]c(C)c1S(=O)(=O)N1CCCC(C(=O)Nc2ccc(OC)c(Cl)c2)C1 (stereo not given)
    40%	18%	.	.	.	7	-6%	.
#44 COC(=O)c1ccc(OCC2c3cc(OC)c(OC)cc3CCN2C(=O)c2ccccc2C)cc1 (stereo not given)
    ?	?	3%	.	.	1	0%	.
#45 O=C(NC1CCCN(Cc2ccc(Cl)cc2)C1)c1c(F)cccc1F (stereo not given)
    -21%	1%	0%	3	2%	-9	0%	3%
#46 COc1ccc(CC(=O)NCC2(c3ccc(OC)c(OC)c3)CCCC2)cc1
    16%	6%	-13%	0	-1%	1	-3%	-1%
#47 CCOc1ccc(NC(=O)CC2C(=O)N(CC)C(=S)N2CCN2CCOCC2)cc1 (stereo not given)
    15%	-21%	-4%	-12	-5%	1	-24%	0%
#48 COc1ccc(N(CC(=O)N2CCN(c3ccccc3F)CC2)S(=O)(=O)c2c(C)noc2C)cc1
    0%&-14%	-5%&13%	0%	2	-10%	-6&2	-5%&-2%	-2%
#49 CC(=O)Nc1ccc(NC(=O)C(C)OC(=O)c2c(NC(C)=O)sc(C)c2C)cc1 (stereo not given)
    2%	10%	-1%	13	-3%	1	-14%	-22%
#50 Cc1cc(NC(=O)c2ccc(Cl)cc2)cc(C)c1OCC(=O)N1CCOCC1
    .	-15%	-1%	1	-2%	-1	-2%	-6%

Additional structures:
Each structure is followed by: FUS suppressor	TDP43 rescue	aSyn rescue	DRD3 antagonist	EPAC2 agonist	D3 ag	Abeta yeast res	EPAC2 antagonist
#51 Cc1ccc(C(=O)Nc2nc(N)n(-c3ccccc3)n2)cc1
    21%	-1%	-11%	-24	8%	-14	2%	-4%
#52 O=C1[C@@H]2[C@@H]3C[C@@H]([C@H]4ON=C(c5ccc(OCc6ccccc6)cc5)[C@@H]34)[C@@H]2C(=O)N1c1ccc2c(c1)OCO2
    10%	17%	11%	5	6%	-1	12%	2%
#53 COc1ccc(CNC(=O)O[C@H]2CN(C(=O)OC(C)C)N(C(=O)OC(C)C)[C@@H]3CN(S(=O)(=O)c4ccc(C)cc4)C[C@]23O)cc1OC
    ?	?	7%	2	16%	-1	2%	?
#54 COc1ccc(S(=O)(=O)NCCSc2ccccc2)cc1OC
    20%	?	3%	-17	3%	0	17%	6%
#55 CCCCCn1nc(C(=O)N2CCc3ccccc32)c2ccccc2c1=O
    5%	15%	8%	28	-5%	-1	3%	-11%
#56 CSc1ccccc1C(=O)OCC(=O)Nc1c(C)n(C)n(-c2ccccc2)c1=O
    -14%	20%	2%	26	11%	-2	2%	-8%
#57 COc1ccc(CC(=O)Nc2nnc(C)s2)cc1
    -14%	14%	3%	2	5%	0	10%	2%
#58 C[C@H](CO)N1C[C@H](C)[C@@H](CN(C)Cc2ccc(Cl)c(Cl)c2)Oc2c(NC(=O)C3CC3)cccc2C1=O
    19%	9%	-4%	-26	2%	-9	-4%	?
#59 CC(C)[C@H](NC(=O)c1ccco1)C(=O)OCC(=O)Nc1cccc(F)c1
    10%	17%	8%	1	6%	4	-15%	-1%
#60 O=C(c1ccc(S(=O)(=O)N2CCCC2)cc1)N1CCCc2ccccc21
    -4%	21%	1%	-17	-2%	5	-8%	-2%
#61 Clc1ccccc1C1=CC(c2ccco2)n2nnnc2N1 (stereo not given)
    -5%	0%	-18%	10	7%	-2	?	-12%
#62 Cc1ccc(NC2=C(Cl)C(=O)OC2OC(C)C)cc1 (stereo not given)
    -32%	?	-5%	-8	12%	-3	-3%	23%
